Assay outcomes as filed in PubChem BioAssay.
bub3 = NCI yeast anticancer drug screen, S. cerevisiae bub3 mutant strain. % growth inhibition at 50 µM. 78,000 compounds, 9.9% hits. AID 167;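 further: 0% = growth of vehicle-only cultures of the same strain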
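Steps: expose the mutant yeast strain to compound; grow alongside vehicle-treated cultures; measure growth; express inhibition against the vehicle cultures.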
yeast mec2-1 = NCI yeast anticancer drug screen, S. cerevisiae mec2-1 strain. growth inhibition, % at 50 µM. 79,000 compounds, 9% hits;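 further: 0% = growth of vehicle-only cultures of the same strain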
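Test agents were screened against the mec2-1 yeast strain, with defined DNA repair or cell cycle alteration. Growth was scored as inhibition against vehicle-only controls.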
yeast rad50 = NCI yeast anticancer drug screen, S. cerevisiae rad50 strain; growth inhibition, % at 50 µM; 79,000 compounds, 10% hits;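 further: 0% = growth of vehicle-only cultures of the same strain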
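Readout: growth inhibition relative to vehicle-treated cultures. Compound exposure was carried out in a genetically defined yeast strain deficient in DNA damage repair.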
cln2 rad14 = NCI yeast anticancer drug screen, S. cerevisiae cln2 rad14 strain | 78,000 compounds, 8.3% hits | growth inhibition, % at 50 µM;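 further: 0% = growth of vehicle-only cultures of the same strain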
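Growth inhibition, relative to vehicle-treated controls, is the read-out. The test organism is a yeast strain with defined genetic alterations, cln2 rad14.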
mlh1 rad18 = NCI yeast anticancer drug screen, S. cerevisiae mlh1 rad18 strain; % growth inhibition at 50 µM; 79,000 compounds, 11% hits; AID 175;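 further: 0% = growth of vehicle-only cultures of the same strain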
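Vehicle-treated cultures served as the reference for growth inhibition in a yeast strain carrying DNA damage repair alterations exposed to each compound.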
sgs1 mgt1 = NCI yeast anticancer drug screen, S. cerevisiae sgs1 mgt1 strain; growth inhibition, % at 50 µM; 78,000 compounds, 10% hits;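 further: 0% = growth of vehicle-only cultures of the same strain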
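Percent growth inhibition was derived by comparing compound-exposed mutant yeast with vehicle-exposed cultures. The strain carries alterations in DNA damage repair.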
Active calls of the source: *; . = no result given; & = joins results of further samples. No stated cut-off is given here; in the data, active means growth inhibition above about 70%; inactive means the rest.

No.	SMILES	bub3	yeast mec2-1	yeast rad50	cln2 rad14	mlh1 rad18	sgs1 mgt1
1	Cc1ccc(NC(=O)c2cccc(OP(=O)(Nc3ccc(C)cc3)Nc3ccc(C)cc3)c2)cc1	3	-10	-8	30	-19	-8
2	CC1(C)C(C#N)C1C1=C(N2CCOCC2)[C@]2(C)C(OC(=O)c3ccccc3)CC[C@@H]2C1 (stereo partly drawn)	12	-17	-9	8	4	-9
3	COc1ccc(C=Nc2cc([N+](=O)[O-])ccc2O)cc1	26	-3	8	-9	3	4
4	CSc1cccc(N=C(C#N)C2=C(O)c3ccccc3C2=O)c1	22	2	21	39	24	10
5	O=C(OC1COC(F)C(O)C1OC(=O)c1ccccc1)c1ccccc1 (stereo not drawn)	29	13	-1	-2	-2	6
6	O=C(O)CNC(=O)CCCCl	-38	-1	1	-21	-14	-18
7	COc1c(O)cc2oc3cc(O)c(CC=C(C)C)c(O)c3c(=O)c2c1CC=C(C)C	87*	90*	87*	86*	87*	89*
8	NC(=O)C1=Cc2cccn2-c2ccccc2S1	2	-2	3	-17	1	-3
9	N#CCCN(c1ccc(/C=C2\N=C(Cc3ccccc3)OC2=O)cc1)S(=O)(=O)c1ccccc1	-11	9	19	14	-13	37
10	O=C(N/N=C1\CCc2ccccc21)N/N=C1\CCc2ccccc21	12	-26	-21	17	2	-23
11	NNc1ccc(Cl)cc1Cl	99*	99*	98*	59	48	51
12	O=C(/C=C/c1ccccc1)Sc1ccccc1	-8	-8	-2	-2	2	13
13	CSc1nc(NC2OCC(O)C(O)C2O)c(I)c(=O)n1C (stereo not drawn)	3	-4	6	-1	27	-7
14	O=C(O)c1ccc(N=Cc2c(Cl)cccc2Cl)cc1	26	29	51	44	28	59
15	O=C(Nc1ccccc1)c1cccc2ccccc12	51	48	68	24	71*	55
16	O=C(O)c1ccc(Nc2nc3ccccc3nc2C(=O)O)cc1	-13	-27	-19	7	-1	-33
17	CCCCCCCCCCCCCCCCN	99*	99*	99*	99*	99*	99*
18	CCCCc1c[nH]c(=O)[nH]c1=O	-13	5	5	-35	6	-8
19	CCC(CC)OC(=O)C(CC)CC	8	9	18	-6	6	-12
20	CCOP(=O)(OCC)C(c1ccccc1)C(c1ccccc1)c1ccccc1 (stereo not drawn)	-1	-20	22	-41	8	6
21	CC(C)(O)C(F)(F)F	-3	-6	14	12	26	27
22	S=C(N/N=C1\C=Cc2ccccc2C1)N/N=C1\C=Cc2ccccc2C1	62	41	55	36	71*	42
23	CC1C2CC(CC2O)C1(C)C (stereo not drawn)	6	17	11	24	16	18
24	CC1OC(n2ccc3ccc([N+](=O)[O-])cc32)C(O)C(O)C1O (stereo not drawn)	-28	-4	-5	-12	-21	-33

Three entries from above, field by field.
21. CC(C)(O)C(F)(F)F
  bub3: -3	yeast mec2-1: -6	yeast rad50: 14	cln2 rad14: 12	mlh1 rad18: 26	sgs1 mgt1: 27

22. S=C(N/N=C1\C=Cc2ccccc2C1)N/N=C1\C=Cc2ccccc2C1
  bub3: 62	yeast mec2-1: 41	yeast rad50: 55	cln2 rad14: 36	mlh1 rad18: 71*	sgs1 mgt1: 42

23. CC1C2CC(CC2O)C1(C)C (stereo not drawn)
  bub3: 6	yeast mec2-1: 17	yeast rad50: 11	cln2 rad14: 24	mlh1 rad18: 16	sgs1 mgt1: 18

(more compounds)
No.	SMILES	bub3	yeast mec2-1	yeast rad50	cln2 rad14	mlh1 rad18	sgs1 mgt1
25	C/C(=N\N=C(/C)c1ccc(-c2ccccc2)cc1)c1ccc(-c2ccccc2)cc1	21	-28	1	2	13	19
26	Cc1ccccc1NC(=O)CC(=O)NNC(Sc1ccccc1)c1cc(N=Nc2ccc(Br)cc2)ccc1O (stereo not drawn)	18	14	19	-4	19	27
27	CN(Cc1ccccc1)C(=O)NC1CCCCC1	3	0	2	-23	3	5
28	CC1CCC2C1(C)CCC1C2(C)CCC2(C)C3CC(C)(C)CCC3(C)CCC12C (stereo not drawn)	-26	-36	-9	2	-11	-13
29	Oc1ccccc1C=NCC1CCC(CN=Cc2ccccc2O)CC1 (stereo not drawn)	.	13	9	.	21	.
30	COC(=O)N/N=C(\c1nc2ccc(Cl)cc2[nH]c1=O)C(O)c1ccc([N+](=O)[O-])cc1 (stereo not drawn)	2	1	3	-45	-5	-27
31	COc1ccc2c(C)c[nH]c2c1	-40	-13	-14	-8	-9	0
32	C/C=C\C(O)C(=O)OCC (stereo not drawn)	1	1	-1	-14	5	-4
33	CC1C2CC(CC2=O)C1(C)C (stereo not drawn)	-14	-11	-42	-5	-42	-19
34	Nc1nc(Nc2ccc(Br)cc2)c(N)c(=O)[nH]1	0	-1	-2	-17	3	-2
35	O=C1C[C@@H]2OC3=C(C(=O)CCC3)[C@@H]2O1	6	6	2	-11	7	9
36	CC(=O)OC(C)(C)C(=O)Oc1ccccc1	15	9	26	10	17	2
37	COc1ccc(Cc2c3cc(O)c(=O)cc-3ccn2C)cc1OC	6&29	24&14	48&3	8&32	18&28	22&23
38	CC(=O)OC(NC(=O)c1cc(C)cc(C)c1)c1ccncc1 (stereo not drawn)	5	-3	-2	-8	1	-1
39	CCC1CN1C(=O)c1cc(C(=O)N2CC2CC)cc(C(=O)N2CC2CC)c1 (stereo not drawn)	-6	16	3	24	20	6
40	CSc1cnc(N)s1	-2	15	15	-13	32	3
41	CN(C)N=Nc1ccc(N(C)C)cc1	12	16	83*	44	70*	21
42	CSc1nc2c(nnn2C2OC(CO)C(O)C(O)C2O)c(=O)n1C (stereo not drawn)	8	23	-12	-13	8	14
43	Cc1cc(OCc2ccccc2)ccc1[N+](=O)[O-]	56	27	37	44	18	75*
44	SCCCCCCCCCCS	98*	99*	99*	87*	99*	99*
45	CSC1=NNC(c2ccccc2)=C(c2ccccc2)S1	60	4	-2	-32	0	52
46	COC1OCC(O)C(O)C1O (stereo not drawn)	-1&6&-16&-3	-10&-5&8&9	-10&-13&-2&0	-25&-24&-8&-2	-8&6&-8&-7	-10&-13&1&3
47	COc1cc2c3c(c1)[nH]c(=S)n3C(=O)C(c1ccccc1)S2 (stereo not drawn)	10	6	-33	41	-28	-4
48	CSc1ccc(Cl)cc1	-1	-5	6	17	16	2
49	CN(NC(=O)c1cccs1)C1=NCCN1	18	-23	-26	7	-8	-25
50	O=Cc1ccc(OC(=O)Nc2ccc([N+](=O)[O-])cc2)cc1	47	45	3	-3	47	33
51	COC(=O)C1CCCN1C(=O)C(Cc1cn(S(=O)(=O)c2ccc(C)cc2)cn1)NC(=O)OC(C)(C)C (stereo not drawn)	16	-20	-9	5	-17	-18
52	ClC(Cc1ccccc1)c1ccccc1 (stereo not drawn)	1	-11	-37	-19	22	34
53	COc1cc2oc3cc(=O)cc4oc(-c5ccccc5)cc(c2c2c1CCC(c1ccccc1)O2)c43 (stereo not drawn)	-9	8	7	4	-10	-17
54	O=S(=O)(O)c1cc(O)c2c(N=Cc3ccccc3O)cc(S(=O)(=O)O)cc2c1	-41	-35	5	22	-19	-22
55	O=C(NC(=S)Nc1ccccc1F)c1cccc([N+](=O)[O-])c1	50	77*	26	11	80*	79*

Compound profiles (already shown).
Record of Cc1cc(OCc2ccccc2)ccc1[N+](=O)[O-] → bub3 = 56; yeast mec2-1 = 27; yeast rad50 = 37; cln2 rad14 = 44; mlh1 rad18 = 18; sgs1 mgt1 = 75*
Record of CCC(CC)OC(=O)C(CC)CC → bub3 = 8; yeast mec2-1 = 9; yeast rad50 = 18; cln2 rad14 = -6; mlh1 rad18 = 6; sgs1 mgt1 = -12

This is a random part of the collection, and some 13% of all compounds hit somewhere here.
